MT1-MMP txn act – MT1-MMP promoter reporter activation – cell-based, luciferase luminescence, primary screen. HT1080 MT1-MMP promoter luciferase reporter, overnight; stronger effect = higher value. activation factor at 10 µM. 86,000 tested, 0.16% active;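 active = activation factor of at least 2 for MT1-MMP transcription at 10 µM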
ERa coact inh – ERα–SRC-1 coactivator interaction inhibitors, primary screen, biochemical, TR-FRET, ERα LBD, estradiol-bound. TR-FRET ER-alpha LBD / SRC-1 peptide. inhibition, % at 25.6 µM. 86,000 tested, 1.7% active. AID 629, 2007; in the data active = inhibition above about 50%;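 note: 0% = receptor plus peptide control and 100% = peptide only without receptor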
ERa coact pot – enhancers of ERα–SRC-1 coactivator binding, primary screen, biochemical, TR-FRET, ERα LBD, low estradiol; coactivator binding (% of control), % at 25.6 µM; Estrogen receptor (Homo sapiens), P03372; TR-FRET ERalpha-LBD/SRC-Cy5 coactivator binding, 2 h; 100 = basal binding, no effect; 86,000 tested, 1.3% active; AID 639, 2007; in the data active = activity above about 200%;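 note: binding measured in presence of low estradiol as agonist stimulus; 0% = peptide alone without receptor and 100% = receptor with peptide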
ERb SRC1 inh – inhibitors of ERβ-SRC1 coactivator interaction, primary screen, biochemical, TR-FRET, ERβ LBD, SRC-1 peptide | AID 633, 2007 | inhibition, % at 25.6 µM | TR-FRET ER-beta LBD / SRC1-Cy5 peptide binding; receptor agonist-loaded with 1 µM estradiol | Estrogen receptor beta (Homo sapiens), Q92731 | 86,000 tested, 1.3% active;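 active = compounds whose percent inhibition of the receptor-coactivator binding signal exceeds about 50% in the single-dose screen, limit read from the data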;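 note: 0% = receptor plus peptide wells without compound and 100% = peptide-only wells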
Target sequence (Q92731 whole entry, looked up, the tested form may be a part): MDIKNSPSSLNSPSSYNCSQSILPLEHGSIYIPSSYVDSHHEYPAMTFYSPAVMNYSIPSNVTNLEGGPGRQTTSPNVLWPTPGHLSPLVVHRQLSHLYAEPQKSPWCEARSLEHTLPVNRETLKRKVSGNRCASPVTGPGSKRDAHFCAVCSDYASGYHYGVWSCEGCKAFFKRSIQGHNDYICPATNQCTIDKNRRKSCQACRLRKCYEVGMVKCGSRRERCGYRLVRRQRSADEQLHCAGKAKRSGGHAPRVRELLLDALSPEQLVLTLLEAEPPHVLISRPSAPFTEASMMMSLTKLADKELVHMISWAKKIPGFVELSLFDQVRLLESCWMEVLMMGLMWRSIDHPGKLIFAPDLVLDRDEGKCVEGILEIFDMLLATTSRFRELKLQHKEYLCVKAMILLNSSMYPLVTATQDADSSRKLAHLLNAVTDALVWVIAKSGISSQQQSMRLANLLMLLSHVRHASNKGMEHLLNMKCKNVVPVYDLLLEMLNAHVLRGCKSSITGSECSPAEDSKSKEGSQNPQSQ
HUVEC prolif 384 – inhibitors of HUVEC proliferation, primary screen, cell-based, 384-well; CellTiter-Glo luminescence, 72 h; stronger effect = lower value; 86,000 tested, 1.1% active; viability, % at 10 µM (by protocol);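 active = viability at or below 30%; inactive = viability above 30%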;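 note: 100% = median luminescence of DMSO-only cell control wells on each plate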
Smad3 FoxH1 inh – Smad3/FoxH1 peptide binding inhibitors, primary screen, biochemical, TR-FRET. Mothers against decapentaplegic homolog 3 (Homo sapiens), P84022. TR-FRET Smad3/Dy647-FoxH1 peptide binding, europium anti-His. inhibition, % at 25 µM. 88,000 tested, 0.29% active;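 active = compounds that reduce the energy-transfer binding signal between the protein and its labelled peptide by more than half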;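 note: 0% = Smad3 plus labelled peptide maximal FRET and 100% = peptide-only background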
Target sequence (P84022 whole entry, looked up): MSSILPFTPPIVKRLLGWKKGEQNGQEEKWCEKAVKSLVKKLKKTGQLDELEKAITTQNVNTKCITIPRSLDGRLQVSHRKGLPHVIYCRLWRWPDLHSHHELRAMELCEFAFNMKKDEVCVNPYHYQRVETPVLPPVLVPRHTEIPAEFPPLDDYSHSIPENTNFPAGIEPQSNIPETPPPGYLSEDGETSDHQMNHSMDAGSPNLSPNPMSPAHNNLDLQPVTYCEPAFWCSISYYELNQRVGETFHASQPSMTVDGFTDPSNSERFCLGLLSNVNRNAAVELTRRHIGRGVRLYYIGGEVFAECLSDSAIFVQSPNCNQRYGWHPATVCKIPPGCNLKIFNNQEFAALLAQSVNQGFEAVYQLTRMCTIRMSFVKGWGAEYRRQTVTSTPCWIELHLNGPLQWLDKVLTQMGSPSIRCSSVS
Mac1 fbg enh – enhancers of CD11b/CD18 adhesion to fibrinogen, primary screen, K562 cells, luminescence. activation, % at 10 µM. 93,000 tested, 0.07% active. ATPlite luminescence;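 active = 10 µM primary screen giving 50% or more activity, confirmed by 40% or more on retest at that dose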; note: strong numbers were not always called active
Fibroblast inh – antiproliferative effect on LL 47 fibroblasts – human, LL 47 cells, CellTiter-Glo luminescence, primary screen; LL 47 human lung fibroblast viability, ATP luminescence; stronger effect = lower value; viability, % at 10 µM; 85,000 tested, 1.1% active; AID 719, 2007;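 active = viability at or below 50% in the single dose screen; inactive = viability above 50%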;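 note: compound exposure lasted 72 h before the ATP readout; 100% = median luminescence of untreated cell-only wells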
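Test system: LL 47 human lung fibroblasts / Incubation: 72 h compound exposure at 37 °C after overnight plating / Technique: luminescent ATP detection, CellTiter-Glo / Compound dosing: 0.1% DMSO in all compound wells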
H69AR inhibit – proliferation blockers of H69AR lung cancer cells, primary screen, cell-based, human, 86K library. H69AR lung tumor viability, ATP luminescence, 72 h; stronger effect = lower value. viability, % at 10 µM. 85,000 tested, 6% active. AID 598, 2007;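 active = viability at or below 40%; inactive = viability above 40%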;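 note: multidrug resistant small cell line overexpressing MRP-1 efflux transporter; 100% = mean luminescence of untreated control wells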
* hit, by the source's call; . = no result given; [ ] = remark or other dose.

structure,MT1-MMP txn act,ERa coact inh,ERa coact pot,ERb SRC1 inh,HUVEC prolif 384,Smad3 FoxH1 inh,Mac1 fbg enh,Fibroblast inh,H69AR inhibit
CCOC(=O)N1CCN(Cc2ccccc2Cl)CC1,1.2,-4,98,-8,100,3,-3,103,88
N#Cc1nc(-c2ccccc2F)oc1N1CCCC1,1.1,-16[fluorescence artefact?],107[fluorescence artefact?],-3[fluorescence artefact?],104,-16,4,99,109
COC(=O)c1ccc(CSc2nccn2C)cc1,1.3,-9[fluorescence artefact?],130,-2,101,5,-4,95,93
O=C(COc1ccc2c3c(c(=O)oc2c1)CCC3)NC1CCCCC1,1,-6,116,14,102,2,-2,97,99
COc1ccc2[nH]c(C(=O)O)c(CCNC(C)=O)c2c1,1.2,-1,121,-14,94,0,.,95,89
CCc1ccccc1-n1c(SCC(=O)N2CCCC2)nnc1-c1ccccn1,1.1,-9,127,-6,87,7,-1,96,101
COc1cc2c3c(c1)C1(C(=O)N3C(C)(C)C=C2C)C(C#N)=C(N)Oc2cc(O)ccc21 (centres undefined),1.3,3,74,3,68,-5,-4,93,65
COc1cccc(CN2CCN(C(=O)CC(C)C)CC2)c1,1.1,-7,125,5,89,0,1,98,112

A section of the results above, for reference:
structure,MT1-MMP txn act,ERa coact inh,ERa coact pot,ERb SRC1 inh,HUVEC prolif 384,Smad3 FoxH1 inh,Mac1 fbg enh,Fibroblast inh,H69AR inhibit
CCOC(=O)N1CCN(Cc2ccccc2Cl)CC1,1.2,-4,98,-8,100,3,-3,103,88
N#Cc1nc(-c2ccccc2F)oc1N1CCCC1,1.1,-16[fluorescence artefact?],107[fluorescence artefact?],-3[fluorescence artefact?],104,-16,4,99,109
COC(=O)c1ccc(CSc2nccn2C)cc1,1.3,-9[fluorescence artefact?],130,-2,101,5,-4,95,93
O=C(COc1ccc2c3c(c(=O)oc2c1)CCC3)NC1CCCCC1,1,-6,116,14,102,2,-2,97,99
COc1ccc2[nH]c(C(=O)O)c(CCNC(C)=O)c2c1,1.2,-1,121,-14,94,0,.,95,89
CCc1ccccc1-n1c(SCC(=O)N2CCCC2)nnc1-c1ccccn1,1.1,-9,127,-6,87,7,-1,96,101
COc1cc2c3c(c1)C1(C(=O)N3C(C)(C)C=C2C)C(C#N)=C(N)Oc2cc(O)ccc21 (centres undefined),1.3,3,74,3,68,-5,-4,93,65

Additional structures:
structure,MT1-MMP txn act,ERa coact inh,ERa coact pot,ERb SRC1 inh,HUVEC prolif 384,Smad3 FoxH1 inh,Mac1 fbg enh,Fibroblast inh,H69AR inhibit
O=C(O)c1ccc(Br)c(S(=O)(=O)N2CCCC2)c1,1.2,2,120,4,98,-10,1,88,94
COc1ccc(OCCCN2CCCC(C)C2)cc1 (centres undefined),1.2,-8,124,-2,96,5,0,95,97
COc1cc(CN2CCN(c3cccc(C)c3C)CC2)cc(OC)c1O,1,-5,108,-2,81,-4,-2,94,90
CC1(C)Cc2ccccc2C(N)=C1C#N,0.7,-10,107,4,99,2,4,99,95
CCCCCOc1ccc(Br)cc1/C(C)=N/NC1=NCCN1,0.5,66*[fluorescence artefact?],21,18[fluorescence artefact?],6.4*,1,.,93,2.3*
CCC1(C)N([O-])C(C)=C(c2ccccc2)[N+]1=O (centres undefined),1,-2,114,0,100,10,1,97,98
Cc1cc(C)nc(-n2nc(C)cc2NC(=O)CNCc2ccccc2)n1,1.2,-9,91,91*[fluorescence artefact?],89,-11,-2,95,48
CCOCCCNC(=O)CCS(=O)(=O)Cc1ccc(C)cc1,1.1,3,119,-5[fluorescence artefact?],107,18,.,122,100

More entries.
structure,MT1-MMP txn act,ERa coact inh,ERa coact pot,ERb SRC1 inh,HUVEC prolif 384,Smad3 FoxH1 inh,Mac1 fbg enh,Fibroblast inh,H69AR inhibit
COc1ccc2nc3oc(C(=O)NC4CCN(Cc5ccccc5)CC4)cc3cc2c1,1.2,11[fluorescence artefact?],92[fluorescence artefact?],3,89,8,.,76,75
CCCC(=O)c1ccc(N2CCN(S(=O)(=O)c3ccc(C)cc3)CC2)c(F)c1,1.2,-3,125[fluorescence artefact?],1[fluorescence artefact?],92,1,0,.,91
O=C(NC(Cc1ccccc1)c1nc2ccccc2[nH]1)C1CC(=O)N(c2ccc3c(c2)OCCO3)C1 (centres undefined),1,-1[fluorescence artefact?],116[fluorescence artefact?],6[fluorescence artefact?],97,-11,-1,101,54
CS(=O)(=O)Nc1ccc(S(=O)(=O)Nc2nccs2)cc1,1.1,0,113,2[fluorescence artefact?],96,1,4,98,100
CC1CC(C)CN(CC(=O)N2c3ccccc3CCc3ccccc32)C1 (centres undefined),1.1,4,106,3,102,1,.,95,83
Cc1cc(C)c(C)c(OCCOCCN2CCOCC2)c1,1.1,1[fluorescence artefact?],126,-1[fluorescence artefact?],103,5,-2,92,89
Cc1ccc2c(c1)C(C)(C)[C@]1(C)NC(=O)CCN21,1.1,4,191,-1[fluorescence artefact?],91,8,0,99,96
O=C(c1ccccc1)c1ccc2nc[nH]c2c1,1.5,-4,86[fluorescence artefact?],2,83,2,-2,100,94

(continued)
Each structure is followed by: MT1-MMP txn act, ERa coact inh, ERa coact pot, ERb SRC1 inh, HUVEC prolif 384, Smad3 FoxH1 inh, Mac1 fbg enh, Fibroblast inh, H69AR inhibit
COc1ccc(OC)c(N(CC(=O)Nc2ccc3c(c2)OCCO3)S(C)(=O)=O)c1
    1.2, 1, 94, -3, 93, -2, -3, 89, 85
Cc1ccccc1C(=O)Nc1ccccc1
    1.2, -1[fluorescence artefact?], 114, -1[fluorescence artefact?], 98, 11, -1, 105, 110
CCOc1ccccc1C(=O)Nn1c(C2CCC2)nc2ccccc2c1=O
    1.2, -3, 102, -8, 82, 10, 5, 92, 62
Cc1cccc(NC(=O)COc2ccc(Br)cc2)n1
    1.4, -1[fluorescence artefact?], 114, 1, 110, 2[fluorescence artefact?], ., 102, 92
COc1ccc(Cl)c(NCCC(=O)O)c1
    1.1, -18, 97, -20, 92, -7, ., 86, 91
O=C(CNCCO)N1CCc2ccccc21
    0.9, -4, 96[fluorescence artefact?], -1, 99, -14, ., 106, 101
CCSc1nnc(NC(=O)C(C)(C(F)(F)F)C(F)(F)F)s1
    1, 4[fluorescence artefact?], 128, 1[fluorescence artefact?], 84, 1, 1, 100, 88
O=C(NCc1ccccc1)NC1(C(=O)N2CCOCC2)CCCCC1
    1.2, 10[fluorescence artefact?], 87, 4[fluorescence artefact?], 89, -5, -4, 102, 86
O=C(O)CSc1nnc(Cn2nnc3ccccc32)n1CCc1ccccc1
    1, -16, 102, -18[fluorescence artefact?], 99, 6, 3, 99, 96
CC1(C)C(=O)OC(c2c(F)c(F)c(F)c(F)c2F)C2(CCCCC2)C1=O (centres undefined)
    1.1, -38, 106, -33[fluorescence artefact?], 95, 8, -2, 95, 87
CC(C)OC(=O)c1ccc(NC(=O)Cn2c(-c3nonc3N)nc3ccccc32)cc1
    1.1, 0, 117, 12, 61, -3, ., 92, 55
COc1cc(S(=O)(=O)N2CCCCC2)ccc1NC(C)=O
    1.1, -3, 113, -5, 84, 4, 6, 90, 93
O=C(NC1CCCCC1)c1ccccc1NC(=O)C1CC(=O)N(c2ccc(Cl)cc2)C1 (centres undefined)
    1.3, -4, 103, -7[fluorescence artefact?], 37, -3[fluorescence artefact?], ., 89, 88
Cc1cc(Cl)ccc1OCC(=O)Nc1ccccc1N1CCOCC1
    0.9, 11, 102, -2, 104, -11, -1, 93, 67
CCCCNC(=O)OCC(CC)NC(=O)OC(C)C (centres undefined)
    1, -9, 95, -2, 95, 0[fluorescence artefact?], -4, 93, 117
O=c1[nH]c2ccccc2c(=O)n1Cc1ccco1
    1.1, -2[fluorescence artefact?], 98, 63*, 92, -1, -1, 100, 90
COc1ccc(Cn2c(CCC(=O)N3CCN(c4ccccn4)CC3)nc3ncccc3c2=O)cc1
    1.1, 3, 115, 2[fluorescence artefact?], 94, 3, -1, 110, 87
COc1ccc(S(=O)(=O)Nc2ccccc2C(=O)NCc2ccco2)cc1Br
    1.1, -8, 111, -3, 81, 16, -9, 97, 83
COc1cc(C(=O)Nc2cccc(-c3nc4ccccc4o3)c2C)cc(OC)c1OC
    0.9, -3, 123, 10[fluorescence artefact?], 66, 3, -2, 79, 76
CC(C)CNc1cc(=O)n(C)c(=O)n1C
    1, 0, 96, 1, 96, -23, 4, 92, 99

(cont.)
Each structure is followed by: MT1-MMP txn act, ERa coact inh, ERa coact pot, ERb SRC1 inh, HUVEC prolif 384, Smad3 FoxH1 inh, Mac1 fbg enh, Fibroblast inh, H69AR inhibit
CCOc1cc(-n2cnnn2)c(OCC)cc1NC(=O)c1cc2ccc(N(CC)CC)cc2oc1=O
    ., 84*[fluorescence artefact?], 191[fluorescence artefact?], 53*[fluorescence artefact?], 34, 5, ., 86, 13*
Cc1cc(C)n(-c2nc(NCC3CCCO3)c3c4c(sc3n2)COC(C)(C)C4)n1 (centres undefined)
    ., -4, 112, -7, 100, 1, -3, 95, 10*
CC(NS(=O)(=O)c1ccc(OCC(=O)N2CCOCC2)c(Cl)c1)c1ccccc1 (centres undefined)
    1, -1, 102, 7, 94, 0, -1, 94, 89
CC(=O)OC[C@H]1O[C@@H](n2ncc(=O)[nH]c2=O)[C@H](OC(C)=O)[C@@H]1OC(C)=O
    0.9, 17, 85, 19[fluorescence artefact?], 89, -10, ., 86, 91

Screening data: PubChem, several laboratories

An excerpt. The share of hits here may be higher or lower than overall.
